KLK5 inh: human KLK5 protease inhibitors, primary screen, biochemical, 1536-well; recombinant hK5, fluorogenic AMC substrate cleavage; inhibition, % at 5 µM; Kallikrein-5 (Homo sapiens), Q9Y337; actives 0.59% (n = 210,000);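 active means inhibition of 40% or more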;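 further: 0% = enzyme controls without compound and 100% = no-enzyme blanks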
Target sequence (Q9Y337 67-293 limits assumed): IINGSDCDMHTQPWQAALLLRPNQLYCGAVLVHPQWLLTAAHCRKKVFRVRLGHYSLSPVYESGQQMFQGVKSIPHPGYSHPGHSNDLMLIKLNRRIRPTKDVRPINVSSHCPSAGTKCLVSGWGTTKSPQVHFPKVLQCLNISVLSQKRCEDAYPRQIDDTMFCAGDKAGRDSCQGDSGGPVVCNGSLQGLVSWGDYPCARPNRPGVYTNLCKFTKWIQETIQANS
PERK inh: block of dimerizer-induced PERK translation repression, primary screen, PERK inhibitor project, CHO PERK-DD cells, SEAP luminescence, HTS; actives 0.17% (n = 220,000); CHO PERK-DD fusion, SEAP luminescence translation reporter; Eukaryotic translation initiation factor 2-alpha kinase 3 (Homo sapiens), Q9NZJ5; inhibition, % at 5.6 µM;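 active means inhibition above the mean inhibition of all tested compounds plus 3 SD, set separately per screening campaign, cut at about 2.9% in these data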;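 further: PERK kinase domain activated by AP20187 dimerizer at 100 nM; 0% = DMSO with dimerizer and 100% = rapamycin at 8.4 µM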
Wee1 stabilizer: Wee1 degradation inhibitors, primary screen, cell-based, HeLa, Wee1K328M-luciferase, luminescence; AID 1321, 2008; actives 1.2% (n = 220,000); reporter increase, % at 5 µM; HeLa Luc-Wee1K328M stability; 100% = proteasome inhibitor MG132 effect;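 active means activation above the mean of all tested compounds plus 3 SD, set per screening run, cut at about 8.8% in these data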;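 further: cells exposed to compound for 20 h before luminescence read; 0% = DMSO alone and 100% = MG132 at 30 µM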
Furin inhibitor: human furin inhibitors, primary screen, biochemical, fluorescence intensity. purified furin, fluorogenic substrate cleavage. inhibition, % at 30 µM. actives 0.061% (n = 220,000). AID 463115, 2010; in the data active means inhibition above about 25%; further: inactives centre near -15
p97 ATPase inh: inhibitors of human p97 ATPase, primary screen, biochemical. recombinant p97 ATPase, Kinase-Glo ATP luminescence, 3 h. actives 0.42% (n = 220,000). Transitional endoplasmic reticulum ATPase (Homo sapiens), P55072. AID 1481, 2009. inhibition, % at 8 µM; in the data active means inhibition above about 15%;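 further: 0% = DMSO vehicle and 100% = wells lacking enzyme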
FXIIa inh 1536: human FXIIa protease inhibitors, primary screen, biochemical, 1536-well. inhibition, % at 5 µM. purified FXIIa, Boc-QGR-AMC fluorogenic substrate, 2 h. Coagulation factor XII (Homo sapiens), P00748. actives 0.3% (n = 220,000); in the data active means inhibition above about 40%;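 further: 0% = enzyme with no compound and 100% = blank without enzyme; many of its hits are not listed in these tables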
Target sequence (P00748 20-372 limits assumed): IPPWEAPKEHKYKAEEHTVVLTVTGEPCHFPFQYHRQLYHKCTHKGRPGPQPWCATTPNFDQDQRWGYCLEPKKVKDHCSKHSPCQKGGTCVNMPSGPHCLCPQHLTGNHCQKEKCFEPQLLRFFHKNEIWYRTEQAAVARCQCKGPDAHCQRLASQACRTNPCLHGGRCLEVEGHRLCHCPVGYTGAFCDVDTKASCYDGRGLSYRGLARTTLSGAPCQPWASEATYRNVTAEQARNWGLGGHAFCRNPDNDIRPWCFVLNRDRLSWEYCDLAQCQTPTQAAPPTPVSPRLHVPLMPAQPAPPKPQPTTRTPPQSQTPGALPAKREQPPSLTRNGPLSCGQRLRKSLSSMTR
Target sequence (P00748 373-615 limits assumed): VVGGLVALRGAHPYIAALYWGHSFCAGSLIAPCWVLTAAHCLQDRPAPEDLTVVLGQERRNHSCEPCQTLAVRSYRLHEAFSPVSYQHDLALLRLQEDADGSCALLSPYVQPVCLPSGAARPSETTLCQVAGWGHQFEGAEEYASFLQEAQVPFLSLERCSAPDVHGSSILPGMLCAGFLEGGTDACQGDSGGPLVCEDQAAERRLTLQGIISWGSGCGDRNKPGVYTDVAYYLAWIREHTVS
KCC2 mod: KCC2 cotransporter modulators, thallium flux, primary screen, cell-based, HEK293 KCC2, FluoZin-2 fluorescence, MLSMR | actives 2.2% (n = 190,000) | Solute carrier family 12 member 5 (Homo sapiens), Q9H2X9 | AID 1456, 2008 | KCC2 cells, thallium flux FluoZin-2 fluorescence | B-score of Tl+ flux slope (higher = more flux/activation; lower = inhibition) at 10 µM;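 active means thallium flux slope and its plate-corrected score both differing from the plate sample mean at a set confidence after two filtering rounds, in either direction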;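 further: slope of fluorescence scaled to starting intensity during 10 to 20 s after thallium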
FXIa inh: human FXIa protease inhibitors, primary screen, biochemical, 1536-well; actives 0.14% (n = 220,000); AID 798, 2007; inhibition, % at 5 µM; purified FXIa, Boc-Glu-Ala-Arg-AMC fluorogenic substrate; Coagulation factor XI (Homo sapiens), P03951;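 active means inhibition of at least 40%; inactive means inhibition below 40%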;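 further: fluorescence of freed AMC excited at 355 nm; 0% = enzyme without compound and 100% = no enzyme blank; many of its hits are not listed in these tables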
Thrombin inh: human alpha-thrombin inhibitors, primary screen, counter-screen for coagulation protease inhibitor project, biochemical, 1536-well, fluorogenic AMC substrate. Prothrombin (Homo sapiens), P00734. Boc-VPR-AMC fluorogenic substrate cleavage. inhibition, % at 5 µM. actives 0.26% (n = 220,000). AID 1046, 2008;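 active means inhibition at or above 40%; inactive means inhibition below 40%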;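 further: 0% = enzyme with no compound and 100% = wells without enzyme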
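Material: human alpha-thrombin enzyme / Medium: pH 7.5 Tris (50 mM) with NaCl 150 mM, Tween 20 0.05% / Compound: single-point dosing at 5 µM, 0.2% DMSO / Incubation: enzyme reaction carried out at room temperature / Detection: AMC fluorescence, 355/460 nm / Read-out basis: percent inhibition scaled between no-compound controls and no-enzyme blanks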
The depositor's hits bear a star; i = inactive; . = not tested or not shown; [ ] = dose if it differs, or a comment. The order is random; 4.4% or so of the library scored in one or more.

SMILES | PERK inh | FXIa inh | Thrombin inh | KCC2 mod | FXIIa inh 1536 | KLK5 inh | Furin inhibitor | p97 ATPase inh | Wee1 stabilizer
CC1(C)CC(=O)C(C2=NC(C)(C)Cc3ccccc32)=C(O)C1 | 1.6 | 1 | 2 | 0.32 | 13 | -27 | -6 | 4 | -3
Cc1ccc(S(=O)(=O)N2CCCOC2CNC(=O)C(=O)NCc2ccco2)cc1 (stereo not drawn) | -0.1 | 9 | 10 | 0.55 | 33 | 3 | -12 | -1 | -1
O=C(N/N=C/c1ccc(Br)s1)c1cccnc1 | 0.1 | -4 | -15 | 1.2 | 2 | -6 | -9 | 4 | 1
FC(F)(F)COc1nc(OCC(F)(F)F)nc(N2CCN(c3ccccc3)CC2)n1 | -0.4 | 1 | 5 | -0.83 | 18 | 3 | -15 | -7 | 0
O=C(c1ccccc1)n1ccc(-c2cnc(-c3ccccc3)s2)n1 | -0.6 | -26 | -1 | . | 6 | 12 | -19[20 µM] | -5 | 6
COc1ccc(/C=C/C(=O)O)cc1S(=O)(=O)NCc1ccco1 | -0.3 | 7 | -8 | 0.2 | 5 | -1 | -2 | 6 | 1
CC(C)N1C/C(=C/c2ccsc2)C(=O)/C(=C/c2ccsc2)C1 | -0.1 | -2 | -11 | -0.75 | 9 | -3 | -2 | -2 | 0
CCOC(=O)c1c(CN(CC)CC)oc2ccc(OC)cc12 | -0.5 | 2 | 1 | 1.5 | 9 | -10 | -9[20 µM] | -6 | 1
CC1(C)CC(=O)C(C=NCCN2CCN(C3CC(=O)N(c4cccc(Br)c4)C3=O)CC2)=C(O)C1 (stereo not drawn) | 0.7 | -3 | 3 | -0.051 | 5 | -7 | -18 | 2 | 3
COc1ccccc1OCC(=O)Nc1ccc(S(=O)(=O)N2CCN(C)CC2)cc1 | -0.3 | -2 | -9 | -0.083 | 5 | 1 | -36 | 3 | -2
O=C(COC(=O)c1ccc2c(c1)C(=O)N(Cc1ccncc1)C2=O)Nc1cccc2ccccc12 | -0.5 | 9 | 14 | -1.4 | 2 | -2 | -8 | -3 | 0
Cc1cc(C)c2cc(CN(Cc3nnnn3C3CCCCC3)CC3CCCO3)c(=O)[nH]c2c1 (stereo not drawn) | 0.0 | 3 | -6 | . | 15 | -11 | -2 | 0 | 1
Cc1nnc(SCc2cc(=O)oc3cc(O)ccc23)n1Cc1ccccc1 | 1.4 | 5 | -8 | -0.12 | 8 | -15 | -12 | 4 | -2
Cc1nnc(SC(C(=O)Nc2ccc(Cl)c([N+](=O)[O-])c2)c2ccccc2)[nH]c1=O (stereo not drawn) | -0.1 | 0 | -3 | -2.1 | 2 | -14 | -18 | 4 | -3
CN(CC(=O)Nc1ccc(C(N)=O)cc1)CC(=O)Nc1ccccc1Br | 0.3 | -7 | -4 | -1.8 | 5 | -2 | -14 | 4 | 1
COc1ccc(NC(=O)C2CC(=O)NC3=C2C(=O)CC(C)(C)C3)cc1 (stereo not drawn) | 0.8 | 2 | 1 | 0.72 | 8 | -3 | -12[20 µM] | -1 | 0
Cc1ccc2nc(Cn3cc(C(F)(F)F)cc(Cl)c3=O)cc(=O)n2c1 | -0.2 | -2 | -2 | 0.036 | 3 | -6 | -8 | 8 | 0
COc1ccc(C(=O)COC(=O)CNC(=O)c2cc(OC)cc(OC)c2)cc1 | 0.5 | 4 | -3 | 0.76 | 2 | -8 | -8 | -2 | 3
CCOC(=O)CSc1[nH]c(=O)cc(C)c1C#N | -0.3 | -13 | -2 | . | 18 | 4 | -16[20 µM] | 1 | -2
c1ccc(OCc2nn3c(Cn4cnc5ccccc54)nnc3s2)cc1 | -0.7 | -8 | 10 | -2.7 | 4 | -19 | -17[20 µM] | -1 | -1
O=C(NCc1ccco1)C(c1ccccc1)N(C(=O)Cc1cccs1)c1ccccc1 (stereo not drawn) | -0.3 | 5 | 2 | -0.47 | 13 | -8 | -16[20 µM] | 3 | -1
COc1ccc(/C=C/C(=O)Oc2cccc(/C=N/NC(=O)Cc3ccc(Br)cc3)c2)cc1 | 0.8 | 3 | 2 | 2.6 | 15 | 5 | -20 | -2 | 6
OC1CCN(c2c3c(nc4cc(-c5cccc(F)c5)nn24)CCCC3)CC1 | -0.7 | 9 | 5 | -2.2 | 14 | -3 | -12 | 4 | 2
CCOC(=O)CCCNC(=O)CCNC(=O)c1ccc(OCC(C)C)cc1 | -1.1 | 1 | 0 | 0.68 | 7 | 2 | -29 | 3 | 5
Cn1c(=O)[nH]c(=O)c2c1nc(N/N=C/c1cccnc1)n2Cc1ccc(Cl)cc1 | 1.3 | 0 | -2 | 1.2 | 7 | 2 | -22 | 0 | -1
CC1=C(C#N)C(NC(=O)c2cccc(Cl)c2)(C(F)(F)F)C(=O)N1 (stereo not drawn) | -0.3 | 9 | 0 | 0.026 | 15 | -13 | -1 | -3 | 5
S=c1[nH]nc(Nc2cccc(Cl)c2)s1 | 0.5 | -2 | -10 | -5.8* | -3 | -7 | -7 | -2 | 0
CCC(=O)NS(=O)(=O)c1ccc(N=NN2CCCCC2)cc1 | -0.1 | -1 | -8 | 0.31 | 5 | -11 | 8 | -7 | 4
O=C(NCc1cccnc1)c1cc([N+](=O)[O-])ccc1N1CCOCC1 | 1.3 | -4 | -6 | 0.88 | 6 | -2 | -21 | 5 | -4
CCCCCN=CC1=C(O)CC(c2ccccc2)CC1=O (stereo not drawn) | 0.5 | -1 | -3 | -1.1 | 5 | . | -21 | -1 | -3
COC(=O)CN(c1cc(Cl)ccc1OC)S(=O)(=O)c1ccc(OC)c(OC)c1 | -0.3 | -4 | 1 | -0.68 | -3 | -1 | -13 | -4 | -2
COCCCNC(=O)CN(c1cc(Cl)cc(Cl)c1)S(C)(=O)=O | 0.0 | 8 | 5 | -0.012 | 17 | -7 | -12[20 µM] | -1 | 0
CCC(O)(c1ccc(OC)cc1)C(CN1CCOCC1)c1ccccc1 (stereo not drawn) | 0.4 | -4 | -8 | -0.29 | 4 | -4 | -26 | 3 | -1
O=C(OCCN1C(=O)c2cccc3c(N4CCOCC4)ccc(c23)C1=O)c1ccccc1Cl | -0.5 | 0 | -1 | i | 6 | -11 | 1 | -4 | -1
Cc1ccc(/C=c2\sc3nc(-c4ccco4)nn3c2=O)o1 | 0.6 | 3 | 3 | . | 8 | 1 | -2 | 6 | 0
CCOC(=O)c1ccc(NC(=O)CSc2nnc(NC(=O)c3ccc(S(=O)(=O)N4CCOCC4)cc3)s2)cc1 | 1.1 | 8 | -10 | 0.11 | 8 | -10 | -14 | 9 | 4
CCc1cccc(Nc2cnn(C34C[C@@H]5C[C@@H](CC(CC(=O)O)(C5)C3)C4)c(=O)c2Cl)c1 | 0.6 | 5 | -5 | 0.94 | 9 | 1 | -9 | 2 | 1
CCCC(=O)Nc1nnc(-c2ccc3c(c2)OCCO3)o1 | 1.0 | -2 | 5 | -0.12 | 7 | -7 | -13 | 0 | -2
CCCC(=O)Nc1ccc(N2CCCCC2)cc1 | 0.2 | 12 | 9 | 0.58 | 30 | 16 | 1 | -6 | 2
CCCCNCCCOc1cccc(Cl)c1Cl | -1.0 | 4 | -2 | 0.66 | 11 | -5 | -20[20 µM] | 2 | 11*
O=C(COC(=O)c1ccc(Cl)c([N+](=O)[O-])c1)Nc1ccccc1OC(F)F | 0.2 | 5 | -6 | 0.54 | 3 | -17 | -5 | -3 | -1
Cc1ccc(NC2=CC(=O)CC(c3ccccc3)C2)cc1 (stereo not drawn) | 0.1 | -6 | -6 | -2.2 | 0 | -12 | 1 | -4 | -1
COc1cc2c(cc1OC)C(C)N(C(=O)c1cc3c(s1)-c1c(C)cccc1OC3)CC2 (stereo not drawn) | -0.3 | 3 | -3 | -0.55 | 0 | -14 | -30 | 8 | -1
O=C(CCn1nc(-c2ccc(Cl)cc2)ccc1=O)NCCCN1CCCCCC1 | -1.2 | 0 | -6 | . | 5 | -4 | -17[20 µM] | -5 | -1
O=C(NCCC1=CCCCC1)C1CCN(C(=O)Cc2ccccc2)CC1 | -0.1 | 1 | -7 | -0.81 | 9 | -3 | -21 | -2 | -4
Cc1ccc(S(=O)(=O)NCC(=O)NCC(=O)N2CCN(c3ncccn3)CC2)cc1C | -0.8 | -5 | 0 | 0.14 | 6 | -1 | -15 | -2 | 0
C1=C(CCNc2nnnn2-c2ccccc2)CCCC1 | -0.4 | -2 | -1 | -0.6 | -8 | 1 | -9 | 2 | 0
Cc1ccc2[nH]cc(CCCN3C(=O)c4ccccc4C3=O)c2c1 | 0.4 | 0 | -2 | 0.34 | 10 | -8 | 1 | 5 | 0
CCOC(=O)c1c(NC(=O)CN2C(=O)NC3(CCC(C)CC3)C2=O)sc(C)c1-c1ccc(C)cc1 (stereo not drawn) | 1.1 | -5 | -1 | 0.23 | 13 | -2 | -16 | 4 | 0
CC1CC(C)CN(C(=O)CN2CCN(Cc3ccc(Cl)cc3)C2=O)C1 (stereo not drawn) | -1.2 | -2 | 1 | -0.035 | 6 | 0 | -18[20 µM] | -7 | -2

Continuation:
SMILES | PERK inh | FXIa inh | Thrombin inh | KCC2 mod | FXIIa inh 1536 | KLK5 inh | Furin inhibitor | p97 ATPase inh | Wee1 stabilizer
O=C(Cn1cc[n+](CC(=O)c2ccccc2)c1)c1ccccc1 | 0.7 | -2 | -10 | . | 3 | -18 | -23[20 µM] | 0 | 4
COc1ccccc1C(=O)NN=C1CCN(Cc2ccccc2)CC1 | 0.8 | 3 | -6 | -1.7 | 24 | -14 | 2 | -3 | 2
CC(C)C[C@@H](N)c1nnc(SCC(=O)c2ccc(Cl)cc2)o1 | 0.1 | 1 | -2 | -0.77 | -3 | 7 | -16[20 µM] | -3 | -1
COc1ccc(-c2c3c(=O)n(C)c(=O)n(C)c3c3nnc4ccccc4n23)cc1 | 0.2 | . | . | -0.025 | . | . | -7[20 µM] | -3 | -4

4 consecutive entries out of the list so far, quoted:
SMILES | PERK inh | FXIa inh | Thrombin inh | KCC2 mod | FXIIa inh 1536 | KLK5 inh | Furin inhibitor | p97 ATPase inh | Wee1 stabilizer
Cc1ccc2[nH]cc(CCCN3C(=O)c4ccccc4C3=O)c2c1 | 0.4 | 0 | -2 | 0.34 | 10 | -8 | 1 | 5 | 0
CCOC(=O)c1c(NC(=O)CN2C(=O)NC3(CCC(C)CC3)C2=O)sc(C)c1-c1ccc(C)cc1 (stereo not drawn) | 1.1 | -5 | -1 | 0.23 | 13 | -2 | -16 | 4 | 0
CC1CC(C)CN(C(=O)CN2CCN(Cc3ccc(Cl)cc3)C2=O)C1 (stereo not drawn) | -1.2 | -2 | 1 | -0.035 | 6 | 0 | -18[20 µM] | -7 | -2
O=C(Cn1cc[n+](CC(=O)c2ccccc2)c1)c1ccccc1 | 0.7 | -2 | -10 | . | 3 | -18 | -23[20 µM] | 0 | 4
